High-throughput results from PubChem.
BCR signal inh – blocks chronic active B-cell receptor signaling. ABC-DLBCL IkBa-CBG/CBR reporter, luminescence ratio, 4 h. Potency, µM (top dose mostly 46.1 µM), for the others: at the highest dose ratio change, negative = lower green/red ratio, actives largely listed as inhibitors. hit rate 0.05% among 340,000. AID 493014; active = well fitted inhibition curve with a large enough effect in the signal ratio, with a control signal flat, not every such curve was filed as active; inconclusive = small, poorly fitted or top-dose-only effect, or effect the other way, or a change in a side signal; the % refers to the signal ratio;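 note: potency is the fitted concentration of half-maximal effect; plate controls were basal doxycycline-induced cells for no effect and cells given 10 µM MG132 for full effect; MG132 reads +100%, hits lower the ratio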
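Cell line TMD8 (human ABC DLBCL), stably expressing tet-inducible CBG68-IkBa fusion and CBR; IMDM/0.5% FBS; cpd up to 46 uM; dox induction, 4 h, 37C/5% CO2; dual luminescence; green/red ratio; MG132 control.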
Giardia kill – kills Giardia lamblia; AID 540267; Giardia lamblia trophozoite viability; hit rate 0.15% among 340,000; activity change, % at 7.66 µM, hits read low; in the data active = activity change below about -80%; inconclusive = between about -30% and that limit;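 note: parasites exposed to compound for two days anaerobically before the ATP read; % is set by controls: 0 for no effect and ±100 for the full control effect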
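Giardia trophozoites, 100 cells per well, were exposed to compounds for 48 hrs at 37 deg C under anaerobic conditions; viability was then read as ATP content by bioluminescence after 15-30 min at room temperature.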
GALK inhibitor – blocks human galactokinase activity | P51570 | Purified GALK, Kinase-Glo residual ATP luminescence | Potency, µM (top dose mostly 57.5 µM), inactives show at the highest dose activity change, negative = inhibition, most hits filed as inhibitors | hit rate 0.007% among 270,000; note: potency is the fitted concentration of half-maximal effect; % is set by controls: 0 for no effect and ±100 for the full control effect
Target sequence (P51570 whole entry, looked up): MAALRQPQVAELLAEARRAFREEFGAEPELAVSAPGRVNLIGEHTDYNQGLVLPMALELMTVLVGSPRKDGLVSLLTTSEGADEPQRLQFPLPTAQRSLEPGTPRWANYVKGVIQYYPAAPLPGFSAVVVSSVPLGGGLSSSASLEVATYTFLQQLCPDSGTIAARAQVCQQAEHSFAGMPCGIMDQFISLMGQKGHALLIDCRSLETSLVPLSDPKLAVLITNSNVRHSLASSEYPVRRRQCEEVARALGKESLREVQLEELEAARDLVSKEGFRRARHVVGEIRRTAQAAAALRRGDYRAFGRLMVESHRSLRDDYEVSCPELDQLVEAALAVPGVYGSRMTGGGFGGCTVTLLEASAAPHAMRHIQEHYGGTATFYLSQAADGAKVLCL
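GALK at 5 nM final was combined with compound, 35 uM ATP and 100 uM galactose in HEPES pH8.0 with MgCl2 and DTT. The reaction ran one hour at room temperature before luminescent ATP detection.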
Tb PFK inh – blocks T. brucei phosphofructokinase. O15648. T. brucei PFK, ADP-Glo luminescence. Potency, µM (titrated, usually from 57.5 µM), without a hit: at the highest dose activity, negative = inhibition, most hits filed as inhibitors. hit rate 0.17% among 330,000. AID 485367;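 note: potency is the fitted concentration of half-maximal effect; 0% = uninhibited 1x PFK enzyme wells and -100% = no-enzyme wells; nearly all actives have a fitted effect of over 60% in size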
Target sequence (O15648 whole entry, looked up): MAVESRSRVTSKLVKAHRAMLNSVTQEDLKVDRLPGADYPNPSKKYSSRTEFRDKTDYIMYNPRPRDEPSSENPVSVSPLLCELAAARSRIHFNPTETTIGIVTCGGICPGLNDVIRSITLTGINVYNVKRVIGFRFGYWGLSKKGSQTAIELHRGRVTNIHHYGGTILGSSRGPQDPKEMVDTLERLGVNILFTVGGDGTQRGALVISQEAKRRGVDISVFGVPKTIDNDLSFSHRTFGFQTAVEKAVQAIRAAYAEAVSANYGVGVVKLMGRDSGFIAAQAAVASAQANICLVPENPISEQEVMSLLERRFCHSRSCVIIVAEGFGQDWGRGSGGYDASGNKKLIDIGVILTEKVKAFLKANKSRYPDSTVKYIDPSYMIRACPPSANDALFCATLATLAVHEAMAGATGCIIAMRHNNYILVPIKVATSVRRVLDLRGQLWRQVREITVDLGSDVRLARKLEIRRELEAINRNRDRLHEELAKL
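ADP-Glo luminescence quantified ADP after 45 min at room temperature, with 1.25 nM T. brucei PFK, 0.1 mM ATP and 0.5 mM fructose-6-phosphate in pH 8.0 TEA buffer. qHTS titrations up to 57 µM; curves classified by quality.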
A-T KAP1 phos – candidate therapy for ataxia-telangiectasia. […] A-T fibroblasts, KAP-1 phosphorylation AlphaLISA; neocarzinostatin DNA damage 30 min before lysis. Potency, µM (doses to about 57.5 µM), without a hit: top-dose activation, actives largely listed as activators. hit rate 0.19% among 320,000. AID 485349; note: potency is the fitted concentration of half-maximal effect; % of control where 0% means no effect; nearly all actives have a fitted effect of over 45% in size
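hTERT-immortalized A-T patient fibroblasts ([…]), 500 cells/well in OPTI-MEM, 1% FBS, got compounds for 60 min, then NCS for 30 min at 37C. Lysates were then assayed for phospho-KAP-1 by AlphaLISA (anti-pKAP1 donor, anti-KAP1 acceptor beads), 6 hr at 25C.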
Coupling enz – inhibits coupling enzyme system, counter-screen for aldolase hits | coupling enzyme system counterscreen, AmpLite Red fluorescence | hit rate 0.67% among 290,000 | activity change, negative = inhibition, % at 58.2 µM, hits read low; in the data active = activity change below about -30%; note: % is set by controls: 0 for no effect and ±100 for the full control effect
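Counterscreen lacking aldolase: glyceraldehyde-3-phosphate coupling-enzyme reagent preincubated 10 min at RT with compound (at 57.5 uM final), then substrate/coupling system with AmpLite Red added; fluorescence read at 525/598 nm after 20 min RT.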
TSHR antagonist – human thyrotropin receptor antagonism. TSHR-expressing cells, TSH-stimulated cAMP HTRF, 2 h; stronger effect = lower value. AID 504810. hit rate 0.2% among 330,000. P16473. activity change, negative = inhibition, % at 11.5 µM;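 active = activity change below a set negative limit, meaning inhibition stronger than a set level, cut at about -70% in these data; inconclusive = activity change between two set negative limits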; note: % is set by controls: 0 for no effect and ±100 for the full control effect
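TSHR-expressing cells, 200/well, pre-treated with compound, then stimulated with EC80 TSH (4nM final) for 2 hours at 37 deg C. cAMP measured by competitive HTRF: anti-cAMP cryptate antibody in lysis buffer plus cAMP-d2, read after 30 minutes at room temperature.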
hERG WT inh – inhibitors of human wildtype KCNH2 potassium channel; hit rate 0.37% among 340,000; Q12809; AID 720551; activity change, % at 1.84 µM; U2OS, BacMam KCNH2, thallium flux FluxOr; stronger effect = lower value;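 active = maximum activity change below -70%; inconclusive = maximum activity change between -70% and -50%; inactive = maximum activity change above -50%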; note: % is set by controls: 0 for no effect and ±100 for the full control effect
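U2OS cells transduced with wild-type KCNH2 virus are loaded with FluxOr dye for 45 min, and thallium flux is measured in kinetic reads before and after stimulation buffer. Rate constants are normalized to DMSO controls.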
MLL CXXC-DNA inh – blocks binding of human MLL CXXC domain to DNA | Q03164 | MLL-CXXC / FITC-HOXA9 DNA fluorescence polarization | Potency, µM (top dose mostly 115 µM), for the others: at the top dose activity change, negative = inhibition, actives largely listed as inhibitors | hit rate 0.037% among 290,000; active = well fitted inhibition curve with a large enough effect in the polarisation, with a control signal flat, not every such curve was filed as active; inconclusive = small, poorly fitted or top-dose-only effect, or effect the other way, or a change in a side signal; inactive = no such curve, though single readings can be large or run the other way; the % refers to the polarisation; note: potency is the fitted concentration of half-maximal effect
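Steps: dispense CXXC domain solution (7 uM) → pin compounds or unlabeled HOX-A9 DNA control → 5 min ambient → add FLSN-HOX-A9 solution (50 nM) → spin → 30 min ambient → fluorescence polarization. Tris pH 7.5/NaCl/DTT/BSA buffer.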
TCR activator – T cell receptor activation | primary human leukocytes, anti-CD3, IL-2 HTRF, 48 h | 330,000 tested, under 10 active | AID 504894 | Potency, µM (series often up to 9.22 µM), for the others: at the top dose activation of IL-2 secretion, most hits filed as activators; note: % of control where 0% means no effect
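Using a-CD3 beads without co-stimulation, primary human leukocytes were exposed to compounds for 48 hr. An HTRF IL-2 kit measured the cytokine, with europium-to-d2 energy transfer producing emission at 665nm upon 320nm excitation.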
Starred values were filed as active, the others as inactive; ? = inconclusive; / = no result given; [ ] = dose if it differs, or a comment. Unless noted, calls come from the whole dose curve; as a rule, active = well fitted curve in the direction sought with a large enough effect; inconclusive = small, poorly fitted or top-dose-only effect, or another doubt; inactive = no such curve, though single readings can be large; an effect the other way counts as inactive or inconclusive.

SMILES	BCR signal inh	Giardia kill	GALK inhibitor	Tb PFK inh	A-T KAP1 phos	Coupling enz	TSHR antagonist	hERG WT inh	MLL CXXC-DNA inh	TCR activator
Cc1cc2c(c(=O)o1)C(C(C)C)C(C#N)=C(N)O2 (stereo not given)	0%	4	9%	-1%	3%	1	-3	0	-6%	2%
Cc1ccc(-c2n[nH]c(=S)n2C)cc1Cl	-7%	5	-1%	-1%	-3%	0	-3	1	-9%	3%
O=C(CNC(=O)c1ccccc1F)OCc1csc(-c2ccccc2)n1	?	-19	-1%	-5%	0%	-2	-7	0	1%	-5%
CCCCC(CC)Cn1c2nc3ccccc3nc2c2c(=N)oc(C)nc21 (stereo not given)	-3%	/	0%	-10%	3%	-7	-5	/	10%	/
CCn1nc(C(=O)NCCc2ccc(S(N)(=O)=O)cc2)c2ccccc2c1=O	-1%	-13	-1%	-4%	1%	3	11	15	0%	3%
O=C(c1ccccc1)n1ccc2ccccc21	?	-3	4%	-4%	1%	-3	-1	-1	6%	-3%
O=C(NC(C(=O)N/N=C/c1ccccc1)c1n[nH]c(=O)c2ccccc12)c1ccccc1 (stereo not given)	0%	-19	-1%	0%	3%	-1	-5	-11	-10%	1%
O=C(c1ccc2nc(-c3ccco3)c(-c3ccco3)nc2c1)N1CCN(c2ccccc2)CC1	?	-2	1%	-1%	11%	-40*	-17	11	16%	1%
Clc1ccc(Sc2ccccn2)cc1	-4%	-10	7%	-6%	-6%	-5	35	8	-2%	-11%
CC1CCN(c2ccc(NC(=O)c3ccc(Br)o3)cc2)CC1	7%	-3	-1%	0%	0%	/	-11	-5	-2%	1%
Cc1cccc(C(=O)Nc2c(C(=O)N(C)C)cnn2-c2ccccc2)c1	-1%	32[activator]	0%	0%	0%	3	10	-4	4%	/
O=C(/C=C/Nc1ccccc1)c1ccc(Cl)cc1Cl	?	25	-7%	3%	13%	0	-16	-2	0%	-3%
COc1ccc(C=O)cc1COc1ccc([N+](=O)[O-])c(C)c1	?	6	6%	1%	10%	-3	-11	4	-1%	2%
CCN(CC)CCNC(=O)CCN1N=C(c2ccccc2)CCC1=O	-2%	6	0%	0%	-3%	0	7	9	-3%	7%
NC(=O)Nc1ccc(C(=O)OCC(=O)Nc2ccc(Cl)cn2)cc1	?	-19	-1%	-4%	-4%	0	-5	-2	-2%	-3%
CCC(C)c1ccc(NC(=O)c2ccco2)cc1 (stereo not given)	?	?	-4%	-1%	-7%	-4	-2	-21	9%	-2%
Cc1ccc(-n2nc(C)c(=O)c(-c3ccccc3)c2NC(=O)C(C)C)cc1	7%	0	-1%	-1%	3%	3	0	0	-2%	1%
CCNC(=S)N(CCc1c(C)[nH]c2ccc(C)cc12)Cc1cc(OC)c(OC)c(OC)c1	?	-13	/	-2%	-7%	-2	13	-24	1%	0%
CC(C)Cc1nnc(NC(=O)CCC(=O)NC2CCCc3ccccc32)s1 (stereo not given)	-13%	-27	-2%	12%	-20%	2	-2	2	-10%	-4%[46.1 µM]
Cc1ccc(N(CC(=O)NCc2ccc(F)cc2)S(=O)(=O)c2c(C)n[nH]c2C)cc1	8%	3	-1%	0%	5%	9	-45	10	59%[activator]	-21%
CCCc1cc(=O)oc2c(C)c(OCC(=O)N3C[C@H]4C[C@@H](C3)c3cccc(=O)n3C4)ccc12	-14%	3	/	0%	-8%	0	1	1	4%	-4%
COCCn1c(SCC(=O)c2cccc(OC)c2)nnc1-c1ccco1	-4%	-1	7%	-3%	9%	6	-3	18	7%	2%
CS(=O)(=O)c1ccc(Cl)c(NC(=O)COC(=O)c2ncc(Cl)c(Cl)c2Cl)c1	2%	-8	/	-7%	-9%	/	-15	-10	/	4%
Cc1c(NS(=O)(=O)c2ccc3c(c2)CCN3C(=O)C2CC2)c(=O)n(-c2ccccc2)n1C	0%	5	0%	-5%	-4%	3	9	-6	-13%	2%
Cc1cc(-c2ccc(C)c(S(=O)(=O)Nc3cc(C)on3)c2)on1	-2%	17	-4%	-2%	1%	/	-2	23	-7%	0%
Cc1ccc([N+](=O)[O-])c2c1C(N1CCCC1)C(C)(C)O2 (stereo not given)	-5%	-2	7%	2%	5%	1	8	/	-4%	10%
CC(Sc1nncs1)C(=O)Nc1ccc2c(c1)OCCO2 (stereo not given)	10%	16	/	-5%	1%	/	-9	-2	/	-3%
COc1ccc(C=C(C(C)=O)C(C)=O)cc1OC	-24%	-17	1%	-10%	-2%	1	3	5	-1%	-6%[46.1 µM]
O=c1[nH]nc(Cc2ccccc2)c2ccccc12	?	4	-1%	-5%	6%	-2	-27	-6	-2%	-11%
CCOC(=O)c1c(NC(=O)c2cnn3c2NC(c2cccc(OC)c2)CC3C(F)(F)F)sc2c1CCCC2 (stereo not given)	-1%	-13	0%	1%	-2%	0	41	0	?	0%[46.1 µM]
Cc1onc(-c2c(F)cccc2Cl)c1C(=O)Nc1cccc2nsnc12	1%	-13	1%	1%	12%	4	-38	5	1%	-1%
CCOC(=O)c1ccccc1NS(=O)(=O)c1ccccc1	-1%	31[activator]	0%	1%	8%	-26	-14	-19	2%	/
O=C(N=C1SC2CS(=O)(=O)CC2N1c1ccc(Cl)cc1Cl)C1CCCO1 (stereo not given)	-3%	18	7%	2%	5%	0	10	4	-1%	6%
CCCCn1cnc2cc(NCc3ccncc3)ccc21	3%	15	2%	5%	-13%	-3	1	-1	4%	/
Oc1ccccc1OCc1nc2ccccc2s1	?	-2	-2%	-8%	-4%	-6	-8	-17	1%	-1%
O=C(NCC(=O)N(Cc1ccccc1)C(C(=O)NC1CCCC1)c1cccnc1)c1ccco1 (stereo not given)	-18%	?	0%	-4%	/	1	14	8	2%	-6%[46.1 µM]
CC(=O)N1CCN(C(=S)c2ccc(-c3ccc(Cl)cc3)o2)CC1	?	0	-1%	-12%	-4%	3	-4	1	-30%	9%
Cc1cc(Oc2nc3c(C)cccn3c(=O)c2/C=C(\C#N)S(=O)(=O)c2ccccc2)ccc1Cl	?	-1	-3%	-2%	-1%	4	21	7	2%	-1%[46.1 µM]
O=C(CCCCCNC(=O)N1CCn2c1nc1ccccc12)N[C@H](C(=O)O)c1ccccc1	-6%	11	/	0%	-12%	2	-1	2	-10%	0%
O=C(CCc1ccccc1)NN1C(=O)C2C3C=CC(C3)C2C1=O (stereo not given)	6%	2	1%	-2%	1%	0	7	-2	-8%	-7%
Cc1ccc(NC(=O)C2(S(=O)(=O)c3ccc(Cl)cc3)CC2)cc1	9%	-11	-3%	3%	10%	-1	-7	0	-2%	7%
O=C(C1CC(=O)N(C2CCCCC2)C1)N1CCN(c2ccccc2)CC1 (stereo not given)	1%	22	-4%	1%	-3%	/	2	1	5%	0%
Cc1nc([N+](=O)[O-])cn1CC(=O)c1ccccc1	0%	-3	/	1%	9%	1	4	-3	-4%	-4%
CN(CCOc1ccccc1)C(=O)C1CCC(=O)N(CCCN2CCOCC2)C1 (stereo not given)	3%	-10	5%	-2%	-5%	/	-9	-10	-2%	2%
COC(c1ccccc1)c1c(-c2ccccc2)nn(C)c1Cl (stereo not given)	9%	-12	-2%	-1%	19%	-3	-13	-1	-1%	1%
CC(=O)Nc1ccc(SCC(=O)Nc2oc(C)c3c(C)n[nH]c(=O)c23)cc1	-7%	-5	/	-2%	-8%	/	2	-2	/	-14%
O=C(NC1CCCCC1)N1CCN(c2nc(-c3ccccc3)cs2)CC1	4%	-9	1%	-2%	10%	1	2	0	-2%	/
COc1ccccc1NC(=O)C/C(C)=N/NC(=O)c1ccccn1	?	12	1%	1%	-15%	2	-3	-2	2%	6%
CN(CC(=O)Nc1ccc(F)cc1)C(=O)Cn1nnc(-c2ccccc2)n1	-3%	-13	-6%	1%	10%	/	?	-4	3%	1%
Cc1ccc(F)cc1NC(=O)C12CC3CC(C1)CC(n1cnc([N+](=O)[O-])n1)(C3)C2	4%	-9	/	-2%	-4%	-3	-13	2	-14%	-1%
Cc1nc(N)sc1C(=O)N/N=C/c1ccco1	?	-13	1%	0%	-6%	2	-4	-3	14%	0%[46.1 µM]
CNS(=O)(=O)c1cccc(C(=O)OCCCC(=O)c2ccccc2)c1	-4%	-6	/	-15%	5%	/	-19	2	/	10%
CC(C)OC(=O)c1cccc(NC(=O)CSc2nnc(N)s2)c1	-2%	1	1%	-4%	4%	0	-8	-1	-1%	-76%
